RBX1-CUL1 inh: inhibitors of human ROC1-CUL1 ubiquitin ligase activity; in vitro K48 di-Ub FRET, acceptor:donor ratio, 45 min; E3 ubiquitin-protein ligase RBX1 (Homo sapiens) + Cullin-1 (Homo sapiens), P62877+Q13616; 140,000 tested, 0.6% active; AID 1347404, 2020; inhibition, % at 10 µM; in the data active means inhibition above about 25%
Target sequence (P62877 whole entry, looked up): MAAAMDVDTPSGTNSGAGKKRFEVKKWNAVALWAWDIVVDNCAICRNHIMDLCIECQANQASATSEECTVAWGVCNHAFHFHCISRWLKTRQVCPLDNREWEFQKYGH
Target sequence (Q13616 whole entry, looked up): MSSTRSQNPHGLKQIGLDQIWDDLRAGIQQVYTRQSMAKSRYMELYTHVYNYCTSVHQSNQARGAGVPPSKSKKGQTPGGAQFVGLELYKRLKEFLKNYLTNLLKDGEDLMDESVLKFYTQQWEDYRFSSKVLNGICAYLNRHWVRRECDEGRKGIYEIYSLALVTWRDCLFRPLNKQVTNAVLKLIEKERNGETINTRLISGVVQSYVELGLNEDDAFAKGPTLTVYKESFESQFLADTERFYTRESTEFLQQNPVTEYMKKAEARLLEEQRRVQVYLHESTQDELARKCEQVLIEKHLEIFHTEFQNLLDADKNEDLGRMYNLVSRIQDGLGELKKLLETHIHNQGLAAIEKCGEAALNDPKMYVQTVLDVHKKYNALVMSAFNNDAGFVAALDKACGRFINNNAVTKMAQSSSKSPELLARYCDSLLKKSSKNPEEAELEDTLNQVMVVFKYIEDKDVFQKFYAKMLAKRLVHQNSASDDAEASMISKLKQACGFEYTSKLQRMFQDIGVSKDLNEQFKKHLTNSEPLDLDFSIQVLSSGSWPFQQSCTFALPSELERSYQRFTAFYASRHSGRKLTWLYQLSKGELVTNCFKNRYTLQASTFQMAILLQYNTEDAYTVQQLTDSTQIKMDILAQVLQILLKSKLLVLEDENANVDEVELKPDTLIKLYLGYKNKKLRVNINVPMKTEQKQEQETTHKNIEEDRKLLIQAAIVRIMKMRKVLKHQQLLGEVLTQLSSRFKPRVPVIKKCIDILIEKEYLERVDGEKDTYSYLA
* hit, by the source's call. Only part of the results is shown, so the mix of outcomes need not match the whole.

SMILES	RBX1-CUL1 inh
Cc1cc(C)nc(Nc2n[nH]c(-c3ccccc3Cl)n2)n1	8
CCN1C(=O)C2(c3ccccc31)c1c(n[nH]c1-c1ccc(C)cc1)OC(=N)C2C#N (configuration not stated)	-4
CCc1ccc(CN(C)C(=O)C2CCCN(C3CCN(C)CC3)C2)cc1 (configuration not stated)	3
COc1cc(C(=O)NCc2ccccc2)ccc1OC1OC(COC(C)=O)C(OC(C)=O)C(OC(C)=O)C1OC(C)=O (configuration not stated)	6
C/C=C/Cn1c(=O)c2c(nc3n2CC(C)=NN3CCOC)n(C)c1=O	3
O=C(NCc1cn2ccsc2n1)c1ccc2oc(Cc3ccccc3)nc2c1	-13
Brc1ccc(CNCc2cccs2)cc1	-6
O=C(c1nc2sccn2c1CN1CCCC(c2ccccc2)C1)N1CCCC1 (configuration not stated)	0
COc1cccc(CC2=NC(=O)N(Cc3ccc(C)cc3)C2=O)c1OCC(=O)Nc1ccc(C)cc1	-3
Clc1cccc(-c2noc(-c3ccc(NCC4COCCO4)nc3)n2)c1 (configuration not stated)	1
Cc1cc(C(F)(F)F)c2c(-c3ccccc3)nn(Cc3ccccc3)c2n1	-6
Cc1ccc(C)c(-n2c(-c3ccco3)n[nH]c2=S)c1	-8
Cc1ccnc(NS(=O)(=O)c2ccc(Cl)cc2)c1	2
Cc1ccccc1-c1nn2c(=O)cc(CN3CCN(C(=O)/C=C/c4ccccc4)CC3)nc2s1	11
Cc1cccc(COc2ccc(C3c4c(n[nH]c4-c4ccc(Cl)cc4)OC(=N)C3C#N)cc2)c1 (configuration not stated)	2
COc1cc(-c2cc(OC)c3c(C)oc(C)c3c(=O)c2)ccc1OC(=O)c1cccc(Cl)c1	2
O=C(CCCn1cncn1)N1CCCC(CO)(Cc2cccc(Cl)c2)C1 (configuration not stated)	-2
O=C(N/N=C/c1ccc(Br)cc1)C1CCCN1S(=O)(=O)c1ccc(Cl)cc1 (configuration not stated)	3
N#C/C(=C\c1ccco1)C(=O)NC1CCCCCC1	-10
O=C(NCCN1Cc2ccccc2OC(c2ccsc2)C1)[C@@H]1C[C@H]1c1ccccc1 (some centres not stated)	-1
CCOCCCNCc1ccc(OCc2ccc(Cl)cc2)cc1	3
O=C(CCC(=O)NN=C(C1CC1)C1CC1)NCc1ccccc1	8
NC(=O)CSc1nc(-c2ccc(F)cc2)cc(C(F)(F)F)n1	1
COc1ccc(-c2ccccc2NC(=O)C2CCCN2C(=O)C2CCCC2)cc1 (configuration not stated)	-1
CCC1C(=O)N(C)CCc2ccccc21 (configuration not stated)	6
The list goes on.
SMILES	RBX1-CUL1 inh
CCn1c(CSCc2ccc(Cl)c(Cl)c2)nnc1SCC(=O)Nc1ccccc1OC	-3
CCCN(CCC)C(=O)C(Cc1ccccc1)NS(=O)(=O)c1ccc2c(c1)c(=O)n(C)c(=O)n2C (configuration not stated)	-3
CC(C(=O)Nc1ccc(O)c2c1C(=O)c1ccccc1C2=O)S(=O)(=O)O (configuration not stated)	21
Cc1ccc2c(c1)-c1nc3ccccc3cc1CO2	1
CCOc1ccc(CCNC(=O)CCCc2nnc3n(CC)c(=O)c4sccc4n23)cc1OCC	-4
CN(C)S(=O)(=O)c1ccc2c(c1)N(CC(=O)N1CCCCC1)CCS2	-1
Cc1cccc(NC(=O)Cc2noc3c(C)cccc23)c1	13
O=C(NCCc1ccc(Cl)cc1)C(=O)NCC(c1ccco1)S(=O)(=O)c1ccc(Cl)cc1 (configuration not stated)	-5
CCOc1ccc(OCc2ccc(C(=O)NC3CCCCCC3)cc2)cc1	-1
Cc1c(Cl)cccc1Nc1sc(C(=O)c2ccccc2)c(N)c1S(=O)(=O)c1ccccc1	3
CCc1cccc(-n2c(=O)c3cccnc3n2CC(=O)NCc2ccccc2)c1	-6
CCCCSc1nnc2c(n1)OC(c1ccc(OC)c(OCC)c1)Nc1ccccc1-2 (configuration not stated)	7
CC1(C)C/C(=N/O)C(C)(C)c2ccccc21	1
COCCCNC(=O)C1CCCN(C(=O)c2cnn(-c3ccc(F)cc3)c2-n2cccc2)C1 (configuration not stated)	6
COc1cc(/C=C2/C(=N)N3N=C(C(C)C)SC3=NC2=O)cc(Cl)c1OCc1ccc(F)cc1	1
CCCCOc1cccc(C(=O)NC(=S)Nc2ccccc2Cl)c1	3
O=C(NCc1ccccc1Cl)C1CCN(c2ncnc3c2nc2n3CCCCC2)CC1	-8
O=C(CC1NCCNC1=O)Nc1ccc(Cl)cc1Cl (configuration not stated)	0
Cc1cc2cccc(C(=O)N3CCC(Cn4cc(C(C)O)nn4)CC3)c2o1 (configuration not stated)	-2
N#CC1C(=N)Oc2c(c(C(F)(F)F)nn2-c2ccccc2)C1c1c(F)cccc1Cl (configuration not stated)	-11
O=C1NC(c2ccccc2)C(C(=O)c2ccc(Br)cc2)C(O)(C(F)(F)F)N1 (configuration not stated)	-6
CC(=O)N1CCN(c2ccc(Cl)cc2N)CC1	0
Cc1cc(C)cc(NC(=O)Cn2c3ncccc3c(=O)n2-c2ccc(C)c(C)c2)c1	0
CN1CCC(N2CCCC(NC(=O)c3cccc(Cn4cccn4)c3)C2)CC1 (configuration not stated)	-5
COc1cc(/C=N/NC(=O)c2c(-c3ccccc3)noc2C)ccc1O	-9
(more compounds)
SMILES	RBX1-CUL1 inh
Cc1ccc(-c2nnc(Nc3ccc(Cl)cc3)c3ccccc23)cc1S(=O)(=O)N1CCOCC1	-2
CCOC(=O)CC1COCCN1Cc1c(C(=O)N2CCCCCCC2)nc2sccn12 (configuration not stated)	-2
CCc1c(C(=O)N2CCN(c3ccc(OC)cc3)CC2)csc1C	4
CCCCCSc1cc(OC)c(CC(=O)O)cc1OC	12
Cc1cccc(NC(=O)Cn2c(=O)c3cccn3c3ccccc32)c1C	1
CCOC(=O)CCc1c(C)c2cc3c(c(C)c2oc1=O)OCN(CCc1ccccc1OC)C3	-7
COc1ccccc1C1(CC(=O)N(C)Cc2ccccc2C(F)(F)F)CC(=O)N(C)C1=O (configuration not stated)	-9
O=C(NC1(C(Cl)(Cl)Cl)Oc2ccccc2O1)C(F)(F)F	9
Cc1cccnc1CN(C)C(=O)c1ccc2nc(Cc3ccccc3F)oc2c1	3
CN(C)c1ccc(C=NC2C=NC(=O)NC2=O)cc1 (configuration not stated)	5
CCOC(=O)c1c(NC(C)=O)sc2c1CCC(SC#N)C2=O (configuration not stated)	-1
O=C(Nc1cccc2cccnc12)c1ccccc1F	-5
C=C(c1ccc(N2CCCC2)cc1)c1ccc(N2CCCC2)cc1	16
Cc1cc(Cl)ccc1OC(C)C(=O)Nc1sc(C(=O)OC(C)C)c(C)c1C(N)=O (configuration not stated)	-11
Cn1c(=O)c2c(nc3n(-c4ccccc4)nc(C(=O)c4ccccc4)n23)n(C)c1=O	10
C/C(=N\NC(=O)c1cccc2ccccc12)c1ccc(NC(=O)c2cccc(F)c2)cc1	5
CCc1nnc(NC(=O)c2nc(S(=O)(=O)Cc3cccc(C)c3)ncc2Cl)s1	-5
CCCN(CCC)CCNC(=O)Cn1cc2c(n1)-c1c(oc(C(=O)N3CCCC3)c1C)CC2	-4
Brc1ccc(-c2cc3ccccn3c2)cc1	-2
C=CCn1c(Cc2ccc(OC)cc2)nnc1SCC(=O)N1CCN(c2ccccc2)CC1	1
CC1CCc2c(sc(NC(=S)NC(=O)c3c(Br)cnn3C)c2C(N)=O)C1 (configuration not stated)	7
Cc1ccccc1C(=O)NNC(=O)c1ccccc1C(=O)c1ccccc1	-7
Cn1ccc2cc(S(=O)(=O)N3CCN(C(=O)Nc4cccc(F)c4)CC3)ccc21	-6
COc1ccc(N(CC(=O)NCCc2ccc(C)cc2)S(=O)(=O)c2c(C)nn(C)c2C)cc1	-16
Fc1ccccc1COn1nnc2ccccc21	0
Next part.
SMILES	RBX1-CUL1 inh
CCOc1ccc(NC(=O)CCc2c(C)nc3cc(-c4ccccc4OC)nn3c2C)cc1	4
COc1cc(/C=N/n2cnnc2)cc(I)c1OCc1ccccc1C#N	-6
COc1ccc(NC(=O)c2nnn(-c3ccc(C(C)C)cc3)c2C)c(OC)c1	6
CC(C)(C)C(=O)C1C(C(C)(C)C)=CC(c2ccccc2)=CC1(C)c1ccccc1 (configuration not stated)	-1
Cc1cc(NC(=O)C(c2ccccc2)c2ccccc2)c(O)c(-n2nc3ccccc3n2)c1	6
COc1cccc(CNc2ccc3c(c2)ncn3C)c1OC	-3
Cc1ccc(C)c(NC(=O)Cn2cc(C(=O)c3ccc(Cl)cc3)c(=O)c3ccc(C)nc32)c1	-1
COc1cc(NC(=O)Cn2c(=O)ccc3cc(S(=O)(=O)N4CCCC4)ccc32)cc(OC)c1	-10
Cc1cc(C)cc(C(=O)Nc2ccc(-c3nc4ncccc4o3)cc2)c1	5
CCc1ccccc1-n1c(C)cn2c3c(=O)n(C)c(=O)n(C)c3nc12	12
CN(C)c1ccc(-c2nc(-c3ccccc3F)no2)cn1	-4
CCOC(=O)c1[nH]c2c(c1Cc1ccccc1OC)C(=O)CC(c1ccc(OC)cc1)C2 (configuration not stated)	7
C=CCn1c(SCc2csc(C)n2)nc2sc3c(c2c1=O)CCCC3	-7
CCCN1CCC(N2CCCC(CCOc3ccccc3)(C(=O)OCC)C2)CC1 (configuration not stated)	-8
Cc1nnc(N2CCN(C(=O)Nc3cc(F)ccc3F)CC2)c2nn(-c3ccc(Cl)cc3)c(C)c12	-4
CC1(C)CCC2N(c3ccccc3)C(=O)C(c3ccccc3)(c3ccccc3)ON21 (configuration not stated)	-12
CCC1CN(Cc2ccc(O)c(OC)c2)Cc2ccc(Cl)cc2O1 (configuration not stated)	-13
Cc1ccc(C(C)C)c(OCC(=O)N(Cc2ccc(Br)cc2)c2ccccc2C(=O)O)c1	-2
Cc1cc(-c2ccc(C)c(S(=O)(=O)N3CCOc4ccc(Cl)cc43)c2)on1	1
CCOc1ccc(N(C(C)C(=O)Nc2cc(Cl)ccc2OC)S(C)(=O)=O)cc1 (configuration not stated)	2
CN(Cc1ccccc1)C(=O)Nc1ccc2c(c1)N(C)C(=O)c1ccccc1S2	-5
CCOC(=O)c1c(NC(C)=O)c2c3c(sc2n1Cc1nc(-c2ccccc2Cl)oc1C)CCCC3	3
C=CCNC(=O)NCc1cccnc1	6
COc1ccc(/C=C/C(=O)c2nc3ncccc3[nH]2)cc1	-4
Cc1cc(NC(=O)c2cnn(-c3ccccc3)c2-n2cccc2)ccc1Br	-10

17 consecutive entries out of the list so far:
SMILES	RBX1-CUL1 inh
O=C(N/N=C/c1ccc(Br)cc1)C1CCCN1S(=O)(=O)c1ccc(Cl)cc1 (configuration not stated)	3
N#C/C(=C\c1ccco1)C(=O)NC1CCCCCC1	-10
O=C(NCCN1Cc2ccccc2OC(c2ccsc2)C1)[C@@H]1C[C@H]1c1ccccc1 (some centres not stated)	-1
CCOCCCNCc1ccc(OCc2ccc(Cl)cc2)cc1	3
O=C(CCC(=O)NN=C(C1CC1)C1CC1)NCc1ccccc1	8
NC(=O)CSc1nc(-c2ccc(F)cc2)cc(C(F)(F)F)n1	1
COc1ccc(-c2ccccc2NC(=O)C2CCCN2C(=O)C2CCCC2)cc1 (configuration not stated)	-1
CCC1C(=O)N(C)CCc2ccccc21 (configuration not stated)	6
CCn1c(CSCc2ccc(Cl)c(Cl)c2)nnc1SCC(=O)Nc1ccccc1OC	-3
CCCN(CCC)C(=O)C(Cc1ccccc1)NS(=O)(=O)c1ccc2c(c1)c(=O)n(C)c(=O)n2C (configuration not stated)	-3
CC(C(=O)Nc1ccc(O)c2c1C(=O)c1ccccc1C2=O)S(=O)(=O)O (configuration not stated)	21
Cc1ccc2c(c1)-c1nc3ccccc3cc1CO2	1
CCOc1ccc(CCNC(=O)CCCc2nnc3n(CC)c(=O)c4sccc4n23)cc1OCC	-4
CN(C)S(=O)(=O)c1ccc2c(c1)N(CC(=O)N1CCCCC1)CCS2	-1
Cc1cccc(NC(=O)Cc2noc3c(C)cccc23)c1	13
O=C(NCCc1ccc(Cl)cc1)C(=O)NCC(c1ccco1)S(=O)(=O)c1ccc(Cl)cc1 (configuration not stated)	-5
CCOc1ccc(OCc2ccc(C(=O)NC3CCCCCC3)cc2)cc1	-1

Additional records.
SMILES	RBX1-CUL1 inh
Cc1c2cnn(CC(=O)N3CCCCC3)c(=O)c2c(C)n1Cc1ccc(F)cc1	8
O=C(c1csnn1)N1CCc2[nH]nc(-c3ccc(Cl)cc3)c2C1	10
Cc1cc(C)c(NC(=O)c2ccccc2Br)c(C)c1	8
Cc1nc2ccc(S(=O)(=O)NCC(=O)NCc3ccc(Cl)cc3)cc2s1	-7
C=CCOC(=O)C1C(C)=NC2=NC(=O)NC(=O)C2C1c1ccc(O)cc1 (configuration not stated)	5
Cc1ccccc1C1=NN2C(=N)/C(=C/c3cc(C)n(-c4cccc(F)c4)c3C)C(=O)N=C2S1	14
Oc1ccc(/C=C/c2ccc3cccc(OCc4ccccc4Cl)c3n2)cc1	2
CCCCNC(=O)c1ccc(OC(C)C)cc1	0
Cc1ccc(C(=O)NCCN2CCOCC2)s1	5
COc1ccc(C)cc1NS(=O)(=O)c1c(C)nc2sc(C)cn2c1=O	-7
Cc1nc2sc3c(c2c(=O)n1N)CCCCC3	-1
Cc1ccc(S(=O)(=O)NC2(C(F)(F)F)NC(=O)N(c3ccc(F)cc3)C2=O)cc1 (configuration not stated)	10
CCCNC(=O)C1CCN(Cc2ccccc2)CC1	3
Cc1ccc(O)c(NC(=O)c2cc(-c3ccccc3O)no2)c1	1
CCOc1ccc(-c2n[nH]c3c2C(c2ccccc2OC)N(c2ccc(Br)cc2)C3=O)cc1 (configuration not stated)	3
O=C1c2[nH]nc(-c3ccccc3O)c2C(c2ccccc2F)N1Cc1cccnc1 (configuration not stated)	-5
CC(C)c1ccc(NC(=O)C(NS(=O)(=O)c2ccc3c(c2)CCC(=O)N3)c2ccccc2)cc1 (configuration not stated)	-1
O=C(C1CC(c2ccc(Cl)cc2)=NO1)N1CCOCC1 (configuration not stated)	1
Cc1ccccc1COc1cccc(/C=C2\C(=O)NN(c3ccccc3)C2=O)c1	15
CCOc1ccc(-n2c(SC(C)C(=O)OC)nc3c([nH]c4ccccc43)c2=O)cc1 (configuration not stated)	-3
Oc1ccc2ccccc2c1N=Nc1ccccn1	-6
COc1ccccc1-c1nnc2sc(COc3ccccc3Cl)nn12	3
COC(=O)c1c(NC(=O)CCCOc2ccccc2C)sc2c1CCC2	3
C(=C\c1ccccc1)/CSc1nc2ccccc2[nH]1	-12
O=[N+]([O-])c1c(N2CCCC2)ncnc1N1CCOCC1	3
